Screens (PubChem BioAssay)
PGC1a acetyl inh: PGC1a acetylation modulation, inhibitor mode; hit rate 0.17% among 350,000; inhibition, % at 15.6 µM; U2OS PGC1a acetylation, AlphaScreen anti-acetyl-lysine; with virally co-expressed GCN5 acetyltransferase;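 active = every replicate shows inhibition of at least 40%; inconclusive = mean inhibition at least 40% but some replicate below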;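 also: 0% = neutral control wells and 100% = positive control wells; some results beyond the cut were filed as inactive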
XiGFP reactiv: X-chromosome reactivation activator. hit rate 0.055% among 360,000. XiGFP mouse fibroblasts, % GFP-positive cells imaging, 3 d; cells co-treated with 5-aza-dC sensitizer; scaled so ellipticine positive control = 100%. activation, % at 7.58 µM;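 active = mean normalized replicate activation at least 10% and every replicate at or above 10%; inconclusive = only one of the two criteria met; inactive = mean below 10% and not all replicates reach 10%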;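 also: 0% = median of on-plate neutral control wells and 100% = ellipticine 6 µM median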
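Schedule: 3 d treatment, 15 min room-temperature fixation; system: 68-5-11 XiGFP fibroblast line; buffer or medium: DMEM plus 5-aza-dC sensitizer; control set: ellipticine 6 µM positive control; compound: one concentration, pinned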
Statin myotox sup: suppressors of simvastatin-induced myotoxicity in C2C12 myotubes. AID 602340. ATP luminescence, 48 h; scaled: DMSO 0, geranylgeraniol control 100. hit rate 0.78% among 330,000. rescue of ATP level, % at 7.49 µM;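 active = mean ATP rescue above about 67%, or every replicate alone reaching that limit, limit read from the data, passing the limit was not always enough; inconclusive = no clear call, values can overlap the other calls; inactive = mean under the limit and some replicate under it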;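 also: myotubes were challenged with 10 µM simvastatin during compound exposure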
LGR2 antag: blocks bursicon-induced cAMP signaling via Drosophila LGR2; hit rate 0.35% among 380,000; HEK293 LGR2, CRE-luciferase, bursicon-stimulated, 4 h; inhibition, % at 9.99 µM;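 active = drop in luminescence signal, shown as inhibition above about 50% in the replicate tests, limit read from the data, passing the limit was not always enough; inconclusive = probably only some replicates passing the limit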;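 also: agonist challenge used bursicon conditioned medium at about half maximal strength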
SIRT5 block: sirtuin-5 (human) deacylase inhibition. Purified SirT5, succinyl-peptide AMC, trypsin-coupled fluorescence. inhibition, % at 15 µM. hit rate 1.1% among 330,000. AID 652115; in the data active = inhibition above about 15%; inconclusive = no clear call, values can overlap the other calls
ERAP1 HTS inh: inhibitors of human ERAP1 aminopeptidase; Q9NZ08; recombinant ERAP1, Leu-AMC fluorescence, 60 min; inhibition, % at 10.7 µM; hit rate 0.15% among 340,000; AID 652197;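 active = mean replicate inhibition of at least 30%, or all replicates individually reaching that 30% level; inactive = mean below 30% and not every replicate reaching it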;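 also: 0% = neutral control wells and 100% = L-leucinethiol positive control wells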
Target sequence (Q9NZ08 whole entry, looked up): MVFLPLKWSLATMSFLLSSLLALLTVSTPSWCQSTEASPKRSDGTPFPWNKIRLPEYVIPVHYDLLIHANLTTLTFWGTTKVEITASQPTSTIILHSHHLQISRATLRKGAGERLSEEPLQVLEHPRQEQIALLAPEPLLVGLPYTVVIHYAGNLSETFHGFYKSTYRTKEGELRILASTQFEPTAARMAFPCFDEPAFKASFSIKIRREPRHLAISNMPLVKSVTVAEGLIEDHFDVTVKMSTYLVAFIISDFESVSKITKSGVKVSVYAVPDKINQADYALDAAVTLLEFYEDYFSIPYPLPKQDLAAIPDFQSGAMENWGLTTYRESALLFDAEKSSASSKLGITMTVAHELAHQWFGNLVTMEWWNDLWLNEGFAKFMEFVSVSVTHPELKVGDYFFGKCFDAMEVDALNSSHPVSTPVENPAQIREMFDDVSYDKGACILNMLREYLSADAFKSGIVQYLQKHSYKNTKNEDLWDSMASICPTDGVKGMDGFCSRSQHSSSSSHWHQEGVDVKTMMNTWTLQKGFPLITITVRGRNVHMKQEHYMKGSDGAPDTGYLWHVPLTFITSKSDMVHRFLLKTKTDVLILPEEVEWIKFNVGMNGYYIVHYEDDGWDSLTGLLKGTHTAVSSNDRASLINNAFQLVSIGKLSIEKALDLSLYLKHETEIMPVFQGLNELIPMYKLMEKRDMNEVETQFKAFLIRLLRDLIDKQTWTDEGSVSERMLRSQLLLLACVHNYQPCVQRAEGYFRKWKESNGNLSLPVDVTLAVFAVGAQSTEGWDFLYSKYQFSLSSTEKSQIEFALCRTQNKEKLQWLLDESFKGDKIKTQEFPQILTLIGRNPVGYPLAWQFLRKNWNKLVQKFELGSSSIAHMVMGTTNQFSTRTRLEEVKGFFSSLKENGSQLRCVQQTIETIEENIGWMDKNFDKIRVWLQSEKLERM
Cneo AK release: Cryptococcus neoformans lysis via adenylate kinase release. AID 651654. lysis activity, % at 15 µM. hit rate 0.2% among 360,000. C. neoformans lysis, adenylate kinase release luminescence, 4 h; normalised: neutral wells 0, clomiphene wells 100;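 active = mean lysis activity across replicates of at least 80%, whatever share of replicates individually reach that level; inactive = mean lysis activity below 80%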
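Test system: log-phase Cryptococcus neoformans yeast cells. Input: 5 × 10^6 yeast cells/mL. Medium: fresh YPD growth medium. Doses: single dose. Incubation: static 4 h at 37 °C with compound, 1 h detection. Measured by: luminescent adenylate kinase detection reagent. Read-out: signal increase indicating cell lysis. Benchmarks: Clomiphene.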
S100A4 MyoIIA: blocks human S100A4 binding to myosin IIA peptide. S100A4/TAMRA-MyoIIA peptide fluorescence polarization. hit rate 0.14% among 360,000. AID 652163. inhibition, % at 10.7 µM;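 active = mean inhibition of at least 70% across replicates, with every replicate also reaching that level; inconclusive = mean inhibition reaches 70% but some replicates fall short; inactive = mean inhibition below 70%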
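Assay system: human S100A4 monomer with TAMRA-labelled myosin IIA peptide / Buffer or medium: Calcium-containing HEPES buffer, pH 7.2 / Reagent: TAMRA-labelled myosin IIA heavy-chain peptide probe, 5 nM / Compound: one dose per compound / Timing: polarization read 5 min after assay mix addition, stable 5–60 min / Benchmarks: neutral control DMSO, positive control TFP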
* = called active by the depositor; ? = inconclusive; · = not tested or not shown; & = joins results of further samples.

Molecule	XiGFP reactiv	SIRT5 block	Cneo AK release	S100A4 MyoIIA	PGC1a acetyl inh	ERAP1 HTS inh	LGR2 antag	Statin myotox sup
Cc1cc(C)c(S(=O)(=O)N2CCN(CCO)CC2)c(C)c1	0.1	-4	1	0	-9	2	3	7
C[C@@H]1CN([C@H](C)CO)C(=O)c2cc(/C=C/c3ccccc3)cnc2O[C@H]1CN(C)C(=O)Cc1ccccn1	-0.1	-16	5	5	9	0	-3	12
COc1ccc(-c2oc3c(c2C#CC(C)(C)O)C(OCCO)CC3)cc1 (centres undefined)	-0.1	-3	·	-1	·	·	-18	·
O=C(C[C@H]1CC[C@H]2NC[C@H](O)COC[C@@H]2O1)NCCc1ccccc1	-0.2	-1	-1	-7	-3	-3	9	17
O=c1[nH]c(=O)n(C2C[C@H](O)[C@@H](CO)O2)cc1C(F)(F)F (some centres undefined)	0.1	-2	0	1	-12	-1	-3	-2
COc1ccc(-c2c(C)sc(NC(=O)c3ccnn3C)c2C#N)cc1	0.3	1	·	-3	·	1	8	·
Cc1c(N2C(=O)/C(=C\c3ccccc3O)SC2=S)c(=O)n(-c2ccccc2)n1C	0.2	-1	0	-1	-6	4	4	·
O=C(CN1CCOc2ccccc21)NCc1ccc(F)cc1	0.2	·	-6	4	·	·	?	-2
CCCNC(=O)Nc1ccc2c(c1)OC[C@H](C)N(C(=O)C1CC1)C[C@@H](C)[C@@H](OC)CN(C)C2=O	-0.6	8	0	1	4	1	1	2
CO[C@H]1CN(C)C(=O)c2cc(NC(=O)Nc3cccc(Cl)c3)ccc2OC[C@@H](C)NC[C@H]1C	0.3&0.0	-3	2	-42	3	-2	2	-8
O=C(Cn1cncn1)N/N=C/c1ccc(Cl)cc1	0.2	·	2	·	·	·	-4	4
O=C(NCCc1ccncc1)[C@@H]1[C@@H](CO)[C@@H]2Cn3c(cccc3=O)[C@H]1N2Cc1ccccc1F	0.1	2	-1	1	·	0	-11	-10
CCCC(=O)Nc1ccc2c(c1)C(=O)N(C)[C@H]1CC[C@@H](CC(=O)NCc3ccccc3)O[C@H]1CO2	-0.1	-3	-5	-5	-5	-2	-9	9
CCCN(C)C[C@H]1Oc2cc(C#CC3CC3)ccc2S(=O)(=O)N([C@H](C)CO)C[C@H]1C	-0.2	-3	-1	9	-23	3	-7	·
COc1ccc(NC(=O)Nc2ccc3c(c2)C(=O)N([C@H](C)CO)C[C@H](C)[C@@H](CN(C)CC2CCCCC2)O3)cc1	0.4	5	0	3	10	0	3	-8
COc1ccc(CN(C)C[C@@H]2Oc3c(NS(=O)(=O)c4c(C)noc4C)cccc3C(=O)N([C@H](C)CO)C[C@@H]2C)cc1	0.0	-2	-7	-9	-7	0	-41	55
CC(=O)NC(Cc1cc(C)ccc1C)C(=O)N1CCN(C(=O)c2ccc(Br)cc2)CC1 (centres undefined)	0.2	-2	·	3	·	1	-3	·
O=C(C[C@H]1CC[C@@H]2[C@H](COC[C@@H](O)CN2C(=O)Nc2cccc(Cl)c2)O1)N1CCCCC1	0.3	-3	-3	3	11	-28	-26	18
COC(=O)[C@@H]1[C@@H](CO)[C@@H]2Cn3c(ccc(-c4cccc(F)c4)c3=O)[C@@H]2N1CC1CCCC1	0.1	5	-2	?	-7	2	6	36
CCCN1CC(=O)N2C(c3cccc(OC)c3OC)c3[nH]c4ccccc4c3C[C@H]2C1=O (some centres undefined)	-0.1	0	-3	-3	6	1	0	26
CCOc1ccc(OCCC(=O)OC(C)C(=O)Nc2ccc(C(C)=O)cc2)cc1 (centres undefined)	-0.1	0	-2	0	·	-3	-4	-7
CCOc1ccc(OCC)c(NC(=O)CCn2cccc2)c1	·	·	3	·	-17	·	-3	-10
Cc1ccc(NC(=S)NCc2ccccc2)c(C)c1	0.0	0	11	-1	1	0	20	11
CNC(=O)C[C@@H]1CC[C@H]2[C@@H](COC[C@@H](O)CN2Cc2ccc(Cl)c(Cl)c2)O1	0.2	·	3	·	5	·	-5	13
O=C(NCC[C@H]1CC[C@H](NC(=O)c2cccnc2)[C@@H](CO)O1)Nc1ccc(C(F)(F)F)cc1	-0.2&0.4	5	-43	-3	-8	-1	8	-38
CCOC(=O)CCCCC(=O)NC(CO)C(=O)NC (centres undefined)	·	·	0	·	-6	·	29	-2
NC(=O)C1CCN(C(=O)N2c3ccccc3Sc3ccccc32)CC1	·	0	0	9	·	7	9	7
CCc1ccc(NC(=O)CN2C(=O)COc3ccc(S(=O)(=O)N4CCCC4)cc32)cc1	0.1	-7	1	0	-12	0	-2	2
CCCCN(S(=O)(=O)c1ccccc1)S(=O)(=O)c1ccccc1	0.0	-8	1	-1	-5	-3	18	5
OC[C@@H]1CN(Cc2ccc(-c3ccccc3)cc2)C[C@H](n2cnc3c(NC4CC4)ncnc32)O1	0.0	-1	2	-2	·	-2	-2	2
CCOc1ccc(Oc2c(/C=N/NC(C)=O)c(C)nn2-c2ccccc2)cc1	0.2	·	4	·	·	·	-2	13
CCN1CCc2nc3ccccc3c(C(=O)Nc3ccc(NC(C)=O)cc3)c2C1	-0.1	-2	-1	-4	29	8	2	10
Cc1ccc(NC(=O)CSc2nc(=O)n(CCN(C)C)c3c2CCCC3)c(C)c1	0.3	6	1	1	·	-1	0	6
CCCCNC(=O)N1CCCC(C(=O)c2cc(C)c(OC)c(C)c2)C1 (centres undefined)	0.3	-1	0	-16	-7	-1	10	-3
CCCn1nc(C(=O)OCn2nnc3ccccc3c2=O)c2ccccc2c1=O	0.1	0	·	0	·	2	2	·
O=C(COC(=O)/C=C/c1ccc(Cl)cc1)Nc1ccc2c(c1)OCCO2	0.9	·	-2	·	9	·	-12	10
COc1cccc(-c2ccc(C3[C@H]4CNC[C@@H]3N4Cc3cncnc3)cc2)c1 (some centres undefined)	0.4	-3	·	-6	-1	7	1	·
C[C@@H]1CN(C(=O)OC(C)(C)C)CCN1c1ccc(Br)c(C#N)c1	0.0	-16	·	2	·	1	-1	·
O=C(O)c1ccc(CN(c2ccccn2)S(=O)(=O)c2ccccc2)cc1	·	·	-1	·	-7	·	9	-7
C[C@@H]1CN([C@H](C)CO)S(=O)(=O)c2ccc(C#CC3CCCC3)cc2O[C@@H]1CN(C)S(C)(=O)=O	-0.7	-4	3	-3	-28	0	-7	-1
COc1ccc(NC(=O)N2CC[C@@H]3[C@@H](CO)N(C)c4ccc(-c5cccc(F)c5)cc4[C@@H]32)cc1	0.0	·	-3	·	10	·	11	-27
Cc1ccnc(SCC(=O)N2CCCc3ccccc32)n1	0.7	-2	0	-11	·	1	·	-3
CC(C)CN(C(=O)COC(=O)C12CC3CC(CC(O)(C3)C1)C2)c1c(N)n(Cc2ccccc2)c(=O)[nH]c1=O	0.3	·	1	6	-8	0	2	6
Cc1ccc(S(=O)(=O)N(C)C[C@@H]2Oc3ccc(NS(=O)(=O)c4cccs4)cc3CC(=O)N([C@H](C)CO)C[C@@H]2C)cc1	-1.1	2	-6	-16	2	-1	2	-10
O=C1CN(S(=O)(=O)Cc2ccccc2)C[C@H]2[C@@H](c3ccc(C#Cc4cccnc4)cc3)[C@H](CO)N12	0.6	2	·	2	1	0	-5	·
C/C=C/c1ccc2c(c1)O[C@@H](CN(C)C(=O)Nc1cccc(F)c1)[C@H](C)CN([C@H](C)CO)S2(=O)=O	0.4	4	61	10	1	1	-2	-21
O=C(Nc1ccc2nc(N3CCOCC3)sc2c1)c1cc2ccccc2o1	0.0	-4	0	0	·	-3	-30	0
C=C[C@H](Cc1ccccc1)N(Cc1ccccc1)S(=O)(=O)N(Cc1ccccc1)[C@H](C=C)Cc1ccccc1	0.0	-1	1	-2	·	-1	-8	6
Cc1cnc(CN(C)C(=O)c2cc(COc3c(F)cccc3F)on2)[nH]1	0.0	-4	·	4	·	3	7	·
COc1ccc(C2=NN(S(=O)(=O)c3ccccc3)C(c3ccccc3)C2)cc1 (centres undefined)	0.0	-2	1	1	-17	-1	-12	5
CC(C)OC(=O)c1ccc(NCc2cc(O)ccc2O)cc1	1.0	·	·	1	3	2	·	·
COc1ccc(-c2ccc3c(c2)O/C(=C\c2ccsc2)C3=O)cn1	0.1	·	0	22	8	-4	-26	-3
O=S1(=O)CCN(C2CCCCCC2)CC1	0.1	·	2	0	2	-2	12	2
CSC(=NC#N)N1CCN(C(=NC#N)SC)CC1	0.3	-2	2	0	-22	2	10	10
CC1(C)Oc2ccc(C(=O)NC3CCCCC3)cc2N(CC#N)C1=O	0.0	-6	1	1	-4	-5	-11	-9
CC(C)(C)c1nc(NCCN2CCOCC2)c2nnn(Cc3ccccc3Cl)c2n1	·	2	·	-1	·	-1	10	·
O=C(CSc1ncn[nH]1)N1N=C(c2ccc(Cl)cc2)CC1c1ccco1 (centres undefined)	0.0	-5	·	-6	·	2	-26	·
COc1ccccc1CNC(=O)C[C@@H]1C[C@H]2c3cc(NS(=O)(=O)c4ccc(F)cc4)ccc3O[C@H]2[C@@H](CO)O1	0.0	0	17	-7	1	-2	3	-4

An excerpt from above, showing only Statin myotox sup.
SMILES | Statin myotox sup
COc1ccc(-c2ccc3c(c2)O/C(=C\c2ccsc2)C3=O)cn1 | -3
O=S1(=O)CCN(C2CCCCCC2)CC1 | 2

These rows are one share of the data (hit frequency here may not be typical).
